# T cell HTS: T cell immune modulation candidate | 2C CD8+ T cell-vesicle binding, flow cytometry; active compounds read low | calls only at 7 µM | 0.068% of 330,000 active;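 active = response, share of CD8 T cells binding vesicles, and their 90th percentile fluorescence all below set limits, cut at about 80% in these data, passing the limit was not always enough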
#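 Material: 2C TCR transgenic mouse naive CD8+ T cells, MACS-purified. Also added: QL9-charged Drosophila Ld/ICAM-1/B7-1 vesicles. Timing: binding 1.5 h at 37 °C. Measured by: high-throughput flow cytometry with anti-B7-1 and anti-CD8 staining. Read-out: percent CD8+ FL2 mean versus row control. Controls: Unloaded micro-vesicles (low), QL9 vesicles with 0.7% DMSO (high).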
# PhoP inhibition: PhoP-dependent GFP reporter repression – Salmonella Typhimurium, primary screen (AID 1863); inhibition, % at 50 µM; hits with a dose series show IC50 in µM; S. Typhimurium PhoP-regulated promoter GFP reporter, 4 h; higher % means a stronger effect; 0.16% of 300,000 active;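 active = inhibition over 29.93%, a cutoff 3 SD above the screen mean, later confirmed by dose response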;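 note: 0% = low Mg2+ inducing control and 100% = high Mg2+ repressing control; strong numbers were not always called active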
# Lipid droplet: hepatic lipid droplet formation modulation; AML12 mouse hepatocytes, oleate lipid droplets, BODIPY imaging; inhibition, % at 6.5 µM; 0.4% of 240,000 active; AID 1656;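 active = lipid droplet intensity inhibited by at least 50%, with more than 500 cells counted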
#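 System: AML12 hepatocytes (mouse). Probe or stimulus: oleic acid at 100 µM to induce lipid droplet formation. Times: overnight treatment with compound plus oleate. Detection: Image-based BODIPY and DAPI two-channel analysis. Evaluation: percent inhibition of filter-corrected integrated lipid droplet intensity per well.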
# Lipid droplet cells 6.5 µM: recorded beside Lipid droplet, whose call it bears; cell count; measured here: cell count, cytotoxicity flag;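 cells counted across two imaged fields per well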
# T cell HTS vesicle-bound %: second read-out of T cell HTS, no call of its own (marks repeat the call); double positive events, %; measured here: CD8+ vesicle-bound cell fraction;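 binding gate set so that unloaded-vesicle control wells show 10% double positive cells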
# Numbers without * were called inactive; i = inactive. The list is partial; rates above refer to the full screens.
nr	molecule	T cell HTS	T cell HTS vesicle-bound %	PhoP inhibition	Lipid droplet	Lipid droplet cells 6.5 µM
1	Cn1c(SCC(=O)Nc2ccc3c(c2)OCCO3)nnc1C1CC1	i	15	1%	0	826
2	NC(=O)c1ccccc1NC(=O)CC12CC3CC(CC(C3)C1)C2	i	24	-7%	1	780
3	N#CCC(=O)N/N=C\c1ccc(OC/C=C/c2ccccc2)cc1	i	14	1%	27	851
4	CCOC(=O)C1CCCN(C(=O)c2ccccc2NC(=O)C2=C(C)OCCS2)C1 (stereo not drawn)	i	49	11%	-9	771
5	CCc1ccc(S(=O)(=O)N2CCN(c3ccccc3OC)CC2)cc1	i	64	-1%	-12	816
6	CC(C)(CO)NC(=O)C(Cc1ccccc1)N1C(=O)c2ccccc2C1=O (stereo not drawn)	i	19	0%	-3	789
7	CCOC(=O)C1(Cc2ccccc2C)CCCN(C(=O)c2ccoc2)C1 (stereo not drawn)	i	14	4%	-44	644
8	Cc1sc2ncn(CC(=O)NCCCC(=O)NCc3ccc(F)cc3)c(=O)c2c1C	i	23	3%	-1	780
9	Cc1csc(NC(=O)C(C)N2C(=O)c3ccccc3S2(=O)=O)n1 (stereo not drawn)	i	17	-3%	-6	678
10	CC(=O)N(CCc1ccccc1C)Cc1cc2cc(C)ccc2[nH]c1=O	i	54	0%	-7	790
11	COc1cccc(N2CCc3c(C)nc4ccc(Cl)cc4c32)c1	i	28	2%	-13	714
12	CCOCCCN(CC(=O)NC1CCCC1)C(=O)C(=O)Nc1ccc2c(c1)OCCO2	i	16	0%	-9	785
13	COc1ccc(NS(=O)(=O)c2ccc3c(c2)N(C(C)=O)CC(C)S3)c(OC)c1 (stereo not drawn)	i	46	1%	-1	675
14	Cc1cccc(NC(=O)CCN2C(=O)c3ccccc3C2=O)c1	i	48	1%	18	868
15	O=C(NC(=O)c1ccccc1)Nc1cccc(S(=O)(=O)N2CCCCC2)c1	i	32	4%	1	764
16	COc1ccc(/C=N/NC(=O)c2cc[n+]([O-])cc2)cc1O	i	14	8%	-10	753
17	COc1ccccc1CNC(=O)N1CCN(S(=O)(=O)c2ccc(C)cc2)CC1	i	19	0%	-2	835
18	CCc1ccccc1NC(=O)C1CCCN(c2ncccn2)C1 (stereo not drawn)	i	21	1%	7	836
19	CCCn1c(Nc2cccc(OC)c2)nc2ccccc21	i	66	0%	-5	770
20	Cc1csc(NC(=O)c2ccc(COc3ccccc3)o2)n1	i	19	5%	8	748
21	C=CCOc1ccc(/C=C2/C(=N)N3N=C(CC(=O)N4CCCC4)SC3=NC2=O)cc1OC	i	25	-7%	-38	739
22	O=C(N/N=C/c1ccccc1O)C(=O)N1CCCCCC1	i	15	6%	2	636
23	O=C(Cc1ccc(Cl)cc1)Nc1ccc(S(=O)(=O)Nc2ncccn2)cc1	i	56	5%	3	810
24	O=C1c2ccccc2C(=O)C1c1ccc(Cl)cc1	i	27	0%	11	873
25	Cc1ccc(S(=O)(=O)N(CC(=O)NCCSc2ccccn2)c2ccccc2F)cc1	i	42	1%	-27	782
26	CCOC(=O)C1CCN(C(=O)CCc2ccc(S(=O)(=O)NC(C)C)cc2)CC1	i	44	-1%	-12	772
27	CC(=O)N1CC(C)Sc2ccc(S(=O)(=O)NCCc3ccccc3)cc21 (stereo not drawn)	i	35	9%	0	692
28	O=C(NCC1CCCO1)c1cccc(NC(=O)c2ccc(Br)cc2)c1 (stereo not drawn)	i	11	8%	0	833
29	CCCCOc1ccc(NS(=O)(=O)c2ccc(-n3cnnn3)cc2)cc1	i	7	-3%	2	670
30	Cc1cc(OC(C)C(=O)NCC2CCC(C(=O)O)CC2)c2c(C)c(C)c(=O)oc2c1 (stereo not drawn)	i	24	-6%	2	828
31	Cc1c(C)c2ccc(OCC(=O)Nc3ccccn3)c(C)c2oc1=O	i	13	-8%	8	766
32	O=C(NC1Cc2ccccc2C1)c1cc(COc2cccc(C(F)(F)F)c2)on1	i	10	-5%	2	789
33	COc1ccc(NCCC(O)c2ccc(Cl)cc2)cc1 (stereo not drawn)	i	37	1%	1	850
34	O=C(Cc1cccs1)N1CCN(S(=O)(=O)c2cccc([N+](=O)[O-])c2)CC1	i	47	9%	16	733
35	CN1CCN(c2nc3c(c(=O)[nH]c(=O)n3C)n2Cc2ccc([N+](=O)[O-])cc2)CC1	i	66	-2%	-1	849
36	COc1ccc2nc(NC(=O)c3ccc(F)cc3)sc2c1	i	62	-4%	-3	803
37	O=C(NCc1cccs1)C(=O)NCC1OCCCN1S(=O)(=O)c1cc(F)ccc1F (stereo not drawn)	i	6	-4%	12	696
38	CCOC(=O)c1ccc(NC(=S)N2CCN(c3ccccn3)CC2)cc1	i	32	0%	8	845
39	Cc1ccc(C(O)(CNCc2ccccc2)c2ccccc2)cc1 (stereo not drawn)	i	24	18%	13	850
40	Cc1ccc2nc(NC(=O)c3ccccc3F)sc2c1	i	63	6%	-2	782
41	Cc1cc(OCC(=O)NCC2CCC(C(=O)O)CC2)c2c(C)cc(=O)oc2c1 (stereo not drawn)	i	29	8%	-17	774
42	CCCCn1c(N)c(N(CC(C)C)C(=O)c2cc(C)oc2C)c(=O)[nH]c1=O	i	45	-5%	1	753
43	COc1cccc(N2CCN(c3ccc4nnc(CCC(=O)N5CCC(C)CC5)n4n3)CC2)c1	i	36	-5%	2	736
44	Cn1c(SCc2ccc(C#N)cc2)nnc1-c1ccncc1	i	38	0%	10	784
45	COC(=O)c1cc(CSc2nc3ccccc3c(=O)n2C)oc1C	i	43	-11%	-18	802
46	CCOc1ccc(C(=O)n2cc(C(=O)OC)c3ccccc32)cc1	i	55	-7%	0	811
47	Cc1ccc(C(=O)N/C(=C/c2ccco2)C(=O)N2CCC(C)CC2)cc1	i	26	1%	-12	801
48	Cc1ccc2c(C)c(C(=O)N(Cc3ccc(F)cc3)C3CCS(=O)(=O)C3)oc2c1 (stereo not drawn)	i	61	4%	-35	649

# Complete entries as entered above. Values in the order: T cell HTS | T cell HTS vesicle-bound % | PhoP inhibition | Lipid droplet | Lipid droplet cells 6.5 µM
# Cc1ccc2nc(NC(=O)c3ccccc3F)sc2c1 in the list: i | 63 | 6% | -2 | 782
# CC(C)(CO)NC(=O)C(Cc1ccccc1)N1C(=O)c2ccccc2C1=O (stereo not drawn) in the list: i | 19 | 0% | -3 | 789

# Next section.
nr	molecule	T cell HTS	T cell HTS vesicle-bound %	PhoP inhibition	Lipid droplet	Lipid droplet cells 6.5 µM
49	O=C(Nc1nc2c(Cl)cccc2s1)C1CC1	i	50	4%	-13	755
50	CN(C)C(=O)CN1C(=O)NC2(CCc3ccccc32)C1=O (stereo not drawn)	i	6	1%	-3	820
51	Cc1ccccc1CNC(=O)C1CCC(=O)N(C2CC2)C1 (stereo not drawn)	i	40	-5%	-6	644
52	CSCC[C@H](NC(=O)N1CCn2c1nc1ccccc12)C(=O)NC1CC1	i	9	1%	21	760
53	COc1ccc(C(=O)Nc2cccc(OC(=O)c3ccco3)c2)cc1	i	23	3%	-2	853
54	COc1ccc(/C=C2\SC(=S)N(CCC(=O)N3CCCCC3)C2=O)cc1	i	42	-9%	-1	759
55	CCOC(=O)c1ccc(NC(=O)NCc2cccnc2)cc1	i	6	-3%	-2	889
56	COc1cc(C(=O)N2CCCCCCC2)ccc1OC1CCN(C(C)=O)CC1	i	64	-3%	1	863
57	CC(C)[C@H](NC(=O)C1CC(=O)N(c2ccc3c(c2)OCO3)C1)C(=O)NC1CCCC1 (stereo partly drawn)	i	21	-7%	24	766
58	O=C(CCC(=O)N1CCCCCC1)NCc1ccc(F)cc1	i	14	1%	-2	848
59	COc1cccc(C(=O)Nc2nnc(S(=O)(=O)N3CCCC3)s2)c1	i	8	-1%	-2	708
60	COC(=O)[C@H](Cc1ccccc1)NC(=O)C1(OC(C)=O)CC(OC(C)=O)C(OC(C)=O)C(OC(C)=O)C1 (stereo partly drawn)	i	22	3%	30	705

# Laid out differently: entries from further up.
45) COC(=O)c1cc(CSc2nc3ccccc3c(=O)n2C)oc1C
51) Cc1ccccc1CNC(=O)C1CCC(=O)N(C2CC2)C1 (stereo not drawn)
24) O=C1c2ccccc2C(=O)C1c1ccc(Cl)cc1
16) COc1ccc(/C=N/NC(=O)c2cc[n+]([O-])cc2)cc1O

compound no.,45,51,24,16
T cell HTS,i,i,i,i
T cell HTS vesicle-bound %,43,40,27,14
PhoP inhibition,-11%,-5%,0%,8%
Lipid droplet,-18,-6,11,-10
Lipid droplet cells 6.5 µM,802,644,873,753

# Following part
nr	molecule	T cell HTS	T cell HTS vesicle-bound %	PhoP inhibition	Lipid droplet	Lipid droplet cells 6.5 µM
61	CCCCC(=O)Nc1c2c(nn1-c1ccc(C)cc1)CS(=O)(=O)C2	i	55	-1%	12	669
62	COc1cc(SC)ccc1C(=O)NC1CCCc2ccccc21 (stereo not drawn)	i	22	3%	0	808
63	CCc1ccc(CCC(=O)Nc2ccc(C(=O)O)cc2)o1	i	26	-2%	-15	684
64	CC(NC(=O)C(=O)N1CCCCC1)C(c1cccs1)N1CCN(C)CC1 (stereo not drawn)	i	26	-11%	7	673
65	O=C(Nc1cccc(-n2cnnn2)c1)c1ccc(Cl)cc1Cl	i	34	14%	16	756
66	Cc1ccc(C)c(OCCC(=O)NCCc2ccc(F)cc2)c1	i	65	-7%	2	627
67	O=C(Nc1ccc(F)cc1)C1CCN(c2ncnc3c2nc2n3CCCCC2)CC1	i	8	5%	-1	702
68	Cn1c(N)c(S(=O)(=O)NCc2ccc(F)cc2)c(=O)n(C)c1=O	i	13	1%	-2	683
69	CCC1CCCCN1CCN1C(=O)C2C(C(=O)Nc3cccc(OC)c3)C3C=CC2(O3)C1C(=O)NC1CCCCC1 (stereo not drawn)	i	37	-3%	-4	676
70	CCOC(=O)C1(CCOc2ccccc2)CCN(Cc2ccc(C#CCCO)cc2)CC1	i	57	-3%	-3	839
71	O=C(CN1CCCCCCC1)N/N=C/c1ccc([N+](=O)[O-])o1	i	62	5%	-11	795
72	O=C(Nc1nccs1)c1ccc(Br)s1	i	48	-1%	-16	767

# Exported with two lines to a compound: 2 of the compounds above.
# Second line of a record – T cell HTS, T cell HTS vesicle-bound %, PhoP inhibition, Lipid droplet, Lipid droplet cells 6.5 µM
63) CCc1ccc(CCC(=O)Nc2ccc(C(=O)O)cc2)o1
→ i, 26, -2%, -15, 684
64) CC(NC(=O)C(=O)N1CCCCC1)C(c1cccs1)N1CCN(C)CC1 (stereo not drawn)
→ i, 26, -11%, 7, 673

# Further records follow:
nr	molecule	T cell HTS	T cell HTS vesicle-bound %	PhoP inhibition	Lipid droplet	Lipid droplet cells 6.5 µM
73	C=CCN(C(=O)c1ccccc1)C1CCS(=O)(=O)C1 (stereo not drawn)	i	32	5%	10	743
74	COc1ccc(S(=O)(=O)Nc2c(NC3CCCCC3)c3ccccc3oc2=O)cc1	i	26	-4%	-30	623
75	O=[N+]([O-])c1c(Nc2cccc(O)c2)cc(Cl)c2nonc12	i	2	4%	1	802
76	COc1ccc(NC(=O)c2cccc(S(=O)(=O)N3CCCCC3)c2)c(OC)c1	i	10	6%	-29	672
77	COc1ccc(N(CC(=O)NCC2CCCO2)S(=O)(=O)c2ccccc2)cc1OC (stereo not drawn)	i	12	8%	2	811
78	CC1(C)CC(NC(=O)c2cccc(F)c2)CC(C)(C)N1	i	56	-2%	14	854
79	COc1cccc(C(C)NC(=O)C2CCCO2)c1 (stereo not drawn)	i	65	-3%	10	831
80	COc1ccc(-c2nc(CS(=O)(=O)CC(=O)NC3CCCCC3C)c(C)o2)cc1 (stereo not drawn)	i	2	-2%	31	767
81	NC(=O)CN1CCN(Cc2ccc3c(c2)OCO3)CC1	i	26	2%	0	828
82	O=C(c1cccc(Cl)c1)C1CCCN(S(=O)(=O)c2ccccc2)C1 (stereo not drawn)	i	55	2%	-19	617
83	O=C(Nc1ccc(N2CCN(Cc3ccccc3F)CC2)cc1)c1ccc([N+](=O)[O-])o1	i	67	-7%	10	637
84	COC(=O)c1c(NC(=S)NNS(=O)(=O)c2ccc(OC)cc2OC)sc2c1CCCCCC2	i	5	-5%	17	701
85	CCc1ccc(OCC(=O)Nc2ccc3c(c2)OCCO3)cc1	i	16	5%	-5	800
86	CCc1ncc(CN2CCCCC2C(=O)Nc2ccc(Oc3ccccc3)nc2)cn1 (stereo not drawn)	i	68	-2%	-1	644
87	CCC1CCCCN1CCCNS(=O)(=O)c1ccc2c(c1)oc(=O)n2C (stereo not drawn)	i	32	-5%	-4	757
88	CCn1c(C)nnc1SCC(=O)NC1CCCC1	i	36	-2%	2	822
89	COc1ccc(-c2csc(NC(=O)CN3C(=O)C4CC=CCC4C3=O)n2)cc1OC (stereo not drawn)	i	35	1%	-1	687
90	COc1cc(NC(=O)c2ccc(=O)[nH]n2)cc(OC)c1OC	i	44	-3%	3	806
91	COCCNC(=O)c1cc2c(s1)-c1ccc(Cl)cc1SC2	i	35	1%	-16	813
92	CCCCNC(=O)N(O)C1N(/N=C/c2ccccc2OC)C(=S)SC1(C)C (stereo not drawn)	i	26	-3%	-1	396
